High-throughput results deposited in PubChem BioAssay by several laboratories.
KKLEB cytotox – cytotoxicity in KKLEB CF airway cells, primary screen, cytotoxicity control for CF NF-kB inhibitor project, cell-based, uHTS, fluorescence assay plates. 360,000 tested, 0.36% active. KKLEB CF airway cells viability, ATPlite luminescence, overnight; hits give low values; cells stimulated with P. aeruginosa culture filtrate. activity change (cytotoxicity), % at 5 µM;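 active = corrected activity change at or below -50% at 5 µM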
Peg3 prom inh – Peg3 promoter-driven luciferase inhibitors, primary screen, cell-based, HeLa, luciferase luminescence | inhibition, % at 20 µM | 360,000 tested, 1.7% active | HeLa PEG-Prom luciferase reporter, overnight | AID 588405, 2011;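 active = inhibition of at least 50% at 20 µM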
TWEAK-Fn14 inh – inhibitors of TWEAK-Fn14 signaling, primary screen, luciferase reporter cells, uHTS | TWEAK-stimulated Fn14 reporter cells, luciferase luminescence, 8 h | inhibition, % at 10 µM | 360,000 tested, 2% active | AID 1159606, 2016; in the data active = inhibition above about 50%
NR2E3 ag-1 – NR2E3 agonists in two-hybrid cells, primary screen, cell-based, luminescence, CHO-S, Gal4-NCOR/VP16-NR2E3 | Photoreceptor-specific nuclear receptor (Homo sapiens), Q9Y5X4 | luciferase | inhibition of corepressor binding, % at 3.98 µM | 360,000 tested, 0.35% active | AID 602229, 2012;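 active = inhibition above the mean of all tested compounds plus 3 SD, cut at about 70% in these data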;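 also: 0% = DMSO with NR2E3 transfected cells and 100% = cells lacking NR2E3 construct; higher means lower luciferase signal from less NR2E3 corepressor binding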
Target sequence (Q9Y5X4 whole entry, looked up, the tested form may be a part): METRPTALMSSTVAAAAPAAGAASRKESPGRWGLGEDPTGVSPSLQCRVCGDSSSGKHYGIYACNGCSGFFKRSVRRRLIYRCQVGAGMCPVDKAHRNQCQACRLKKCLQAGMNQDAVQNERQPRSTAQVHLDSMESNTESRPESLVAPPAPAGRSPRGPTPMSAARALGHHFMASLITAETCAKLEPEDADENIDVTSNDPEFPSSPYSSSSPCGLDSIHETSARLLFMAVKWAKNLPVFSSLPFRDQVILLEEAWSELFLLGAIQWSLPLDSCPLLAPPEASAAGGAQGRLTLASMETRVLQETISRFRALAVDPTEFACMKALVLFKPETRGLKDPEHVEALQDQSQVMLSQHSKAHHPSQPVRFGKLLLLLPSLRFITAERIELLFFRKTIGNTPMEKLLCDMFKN
aDG glyco up – activators of alpha-DG glycosylation, primary screen, uHTS, Pro5-aDG cells, AlphaScreen; alpha-DG glycosylation AlphaScreen (IIH6); 0% Pro5, 100% B10-LARGE cell signal; activation, % at 10 µM; 360,000 tested, 0.22% active; AID 624168, 2012;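 active = activation of at least 8% versus controls, or a plate z-score of at least 8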;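 also: Pro5 are CHO cells carrying HIG-tagged alpha-DG that lacks glycosylation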
TRPM1 prom inh – inhibitors of MITF-dependent TRPM1 promoter reporter, primary screen, cell-based, SK-MEL-5, single point, luciferase | 330,000 tested, 0.83% active | SK-MEL-5 TRPM1 promoter luciferase, 24 h | inhibition, % at 12.5 µM | AID 488899, 2010;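 active = mean inhibition across replicates of 60% or more, whatever share of single replicates reaches that level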; also: values of inactives mirror those of a sister screen read the other way
NR2E3 ag-2 – inhibitors of NR2E3-RetCOR corepressor binding, primary screen, NR2E3 agonist project, biochemical, TR-FRET, GST-NR2E3, biotin-RetCOR; 1536-well; inhibition of corepressor binding, % at 4.78 µM; 320,000 tested, 0.12% active; AID 2300, 2010;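 active = percent inhibition above the cutoff of mean plus 3 SD of all tested compounds, set per screening campaign, cut at about 20% in these data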;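 also: 0% = DMSO wells and 100% = biotin wells as full block of FRET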
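System: GST-tagged NR2E3 plus biotinylated RetCOR corepressor; Amount: 1.35 nM GST-tagged NR2E3 final; Dosing: single nominal compound dose of 4.8 µM; Schedule: 5 h incubation at 4 °C; Technique: TR-FRET with europium anti-GST and streptavidin-D2, 340 nm excitation; Controls: biotin wells as high control, 0.6% DMSO wells as low control.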
Shn3 3UTR inh – reduction of Shn3 3'UTR firefly luciferase signal, primary screen, Schnurri-3 inhibitor project, cell-based, Clone20 osteoblasts, set 2; Clone20 osteoblast Shn3 3'UTR firefly luciferase, 24 h; inhibition, % at 12.5 µM; 360,000 tested, 0.52% active; AID 588674, 2011;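 active = mean inhibition of at least 75% with every replicate also reaching 75%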;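 also: 0% = median of neutral control wells and 100% = pilot-screen positive control compound; some compounds past the cut are filed as inactive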
hiPSC survival – enhancers of single-cell hiPSC survival, primary screen, ATPlite luminescence. 100% = ROCK inhibitor wells, 0% = DMSO. 360,000 tested, 0.044% active. survival enhancement, % at 20 µM; in the data active = survival enhancement above about 18%;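 also: cells exposed to compounds for 16 hours before the ATP read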
HIF-2a block – HIF-2a reporter inhibitors, primary screen, luminescence, 786-0 RCC cells; 786-0 RCC cells HIF-2a reporter, luciferase luminescence, overnight; inhibition, % at 18.8 µM; 360,000 tested, 0.72% active; AID 624352, 2012;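 active = inhibition of the luminescence signal of 40% or more relative to plate controls, in a single-dose primary screen at 18.75 µM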
CF NFkB inh – inhibitors of PAF-induced NF-kB signaling, primary screen, cell-based, GFP fluorescence, uHTS. KKLEB NF-kB-GFP reporter, GFP fluorescence overnight. inhibition, % at 5 µM. 360,000 tested, 0.86% active. AID 588850, 2011;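 active = at least 50% inhibition at 5 µM, scaled per plate between neutral and stimulator controls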;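 also: PAF is a Pseudomonas aeruginosa culture filtrate used as stimulus; plate controls were PAF-stimulated DMSO wells for no effect and unstimulated DMSO wells for full effect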
* marks the source's active call; other numbers are inactive results; / = not tested or not shown.

SMILES	KKLEB cytotox	Peg3 prom inh	TWEAK-Fn14 inh	NR2E3 ag-1	aDG glyco up	TRPM1 prom inh	NR2E3 ag-2	Shn3 3UTR inh	hiPSC survival	HIF-2a block	CF NFkB inh
COc1cccc(/C=N/NC(=O)C(=O)NCc2cccnc2)c1O	7	7	1	19	0.1	13	-1	3	-1.2	10	-14
CC12CC3CC(C)(C1)CC(C(=O)NCc1cccnc1)(C3)C2	4	-1	-1	-36	0.3	5	2	2	-0.4	23	-8
COc1cc(NC(=O)c2cc(OC)c(OC)c(OC)c2)ccc1NC(=O)c1cccs1	12	14	4	-14	-0.2	-11	0	15	0.1	-4	-47
CC1(C)CC(=O)C2=C(C1)OC(N)=C(C#N)C2c1ccsc1 (stereo not drawn)	-2	-6	2	4	0.0	-3	1	-5	-3.2	12	-13
O=C(NC1CCCCCC1)C1CCN(S(=O)(=O)N2CCC3(CC2)OCCO3)CC1	-3	9	2	1	0.2	8	-1	-5	-0.3	3	-1
NS(=O)(=O)c1ccc(NC(=O)COC(=O)c2cc3ccccc3oc2=O)cc1	4	-22	-8	7	0.0	-4	-2	-15	-0.6	-23	7
CCOCCCNC(=O)C(NC(=O)Cc1cccs1)c1ccccc1 (stereo not drawn)	0	0	-6	-6	0.3	15	-1	-16	-0.6	16	-10
COc1ccc(C)cc1N(C(=O)c1ccc(C#N)cc1)C1=NC(C)(C)CS1	0	5	2	0	0.2	-4	-1	-9	-0.4	11	1
COc1ccc(N(CC(=O)N/N=C(\C)c2ccc(C)cc2)S(=O)(=O)c2ccccc2)cc1	-1	6	-21	-7	-0.1	-4	1	4	-0.3	13	-6
C/C(NCc1cccnc1)=C(\C#N)C(=O)NCc1ccccc1	4	8	21	-14	-0.2	-7	-2	5	-3.1	12	-9
Cc1cccc(C(=O)NC(=S)Nc2ccccc2C(F)(F)F)c1	0	-33	-15	-22	-0.2	7	-2	14	-1.9	-75	3
O=C1NCCCc2c1no[n+]2[O-]	7	12	11	-14	-0.2	-7	1	17	1.7	0	-2
Cc1nnc(NC(=O)c2cccc(S(=O)(=O)N3CC(c4ccccc4)CC3=O)c2)s1 (stereo not drawn)	-13	-13	-14	-10	0.0	0	3	-1	1.3	17	13
CC(C)(C)NC(=O)c1ccccc1-c1nc2ccccc2s1	-8	-4	-6	-1	0.0	-8	2	-32	0.2	12	8
CCCC(=O)Nc1ccc(S(=O)(=O)Nc2cc(OC)ncn2)cc1	-8	14	19	8	-0.4	1	/	-1	-0.5	7	11
Cc1ccc(C)c(OCC(O)CNC2CCCC2)c1 (stereo not drawn)	7	1	-9	16	0.2	4	-4	-4	0.2	15	-6
O=C(Cn1cc(F)c(=O)[nH]c1=O)c1ccco1	-9	-15	-6	-29	0.2	/	/	3	3.5	6	7
CCc1ccccc1NC(=O)C(C)n1nc([N+](=O)[O-])c(Br)c1C (stereo not drawn)	4	9	1	-16	0.2	7	3	7	-0.9	17	-7
COc1ccc(OC)c(-n2c(=S)[nH]c3cc(C(=O)N4CCC(C(N)=O)CC4)ccc3c2=O)c1	3	2	-8	-2	3.6	-2	0	-6	2.5	-3	-10
O=[N+]([O-])c1ccc(C=NNC(=S)Nc2ccc(F)cc2)cc1	6	-27	-4	-5	0.1	-3	/	-2	-0.9	-11	0
O=C(Nc1ccccc1)c1nn(-c2cccc(C(F)(F)F)c2)ccc1=O	1	-28	-26	-29	-0.3	-4	3	-6	-0.2	-57	-6
CCOC(=O)[C@]12CCC=C1N(Cc1ccco1)C(=O)[C@H](CC(=O)N1CCN(C(=O)C3CC3)CC1)C2	/	/	9	-1	-0.1	/	/	/	-0.7	2	/
C[C@@H]1CN([C@@H](C)CO)S(=O)(=O)c2ccc(C#CC(C)(C)O)cc2O[C@H]1CN(C)C(=O)C1CCCCC1	-2	0	-3	-13	0.0	/	/	-6	0.0	3	-23
CN(Cc1ccccc1)C(NC(=O)c1ccccc1)C(Cl)(Cl)Cl (stereo not drawn)	0	16	-12	7	0.1	2	3	-9	-1.4	-6	-6
CC1=NN(c2ccccc2)C(=O)C1N=Nc1ccccc1 (stereo not drawn)	-1	-285	-11	-70	-0.2	-17	-4	-102	-1.0	-232	13

2 records drawn at random from those above, as already listed:
SMILES	KKLEB cytotox	Peg3 prom inh	TWEAK-Fn14 inh	NR2E3 ag-1	aDG glyco up	TRPM1 prom inh	NR2E3 ag-2	Shn3 3UTR inh	hiPSC survival	HIF-2a block	CF NFkB inh
Cc1nnc(NC(=O)c2cccc(S(=O)(=O)N3CC(c4ccccc4)CC3=O)c2)s1 (stereo not drawn)	-13	-13	-14	-10	0.0	0	3	-1	1.3	17	13
C[C@@H]1CN([C@@H](C)CO)S(=O)(=O)c2ccc(C#CC(C)(C)O)cc2O[C@H]1CN(C)C(=O)C1CCCCC1	-2	0	-3	-13	0.0	/	/	-6	0.0	3	-23

The list goes on:
SMILES	KKLEB cytotox	Peg3 prom inh	TWEAK-Fn14 inh	NR2E3 ag-1	aDG glyco up	TRPM1 prom inh	NR2E3 ag-2	Shn3 3UTR inh	hiPSC survival	HIF-2a block	CF NFkB inh
CCCC1(C(=O)OC)NC(c2cc(OC)c(OC)c(OC)c2)C2C(=O)N(CC)C(=O)C21 (stereo not drawn)	-8	2	-11	-10	0.3	2	-2	-16	6.9	19	-1
O=C(Cn1c(COc2ccccc2)nc2ccccc21)Nc1cc(Cl)ccc1Cl	-46	54*	-18	7	-0.3	0	3	14	0.0	8	41
Cn1c(N)c(C(=O)COC(=O)Cc2ccc(F)cc2)c(=O)n(C)c1=O	9	-4	1	-21	0.1	-26	/	3	-0.3	9	-34
CC(Sc1nncn1C)C(=O)NCc1ccc2c(c1)OCO2 (stereo not drawn)	0	15	-17	-11	0.0	3	-5	0	-0.5	8	6
C=CCNC(=O)c1cc(-c2cccnc2)nc2ccccc12	0	8	-2	-32	0.2	-8	2	-2	-0.6	20	-2
C=CCC1(CC=C)CCCN1C(=O)c1cc(COc2cccc(OC)c2)on1	-6	6	-3	14	0.6	9	-1	31	-0.3	7	21
O=[N+]([O-])c1ccc(/C=N/Nc2nc(N3CCOCC3)nc(N3CCOCC3)n2)cc1	-3	2	-22	-31	0.0	8	-1	7	-0.5	8	10
O=C(NCc1ccc(F)cc1)c1ccc(Cl)c(NC2=NC3CS(=O)(=O)CC3S2)c1 (stereo not drawn)	6	10	0	12	-0.1	/	0	3	3.0	1	-7
O=C(CC1OC(=O)c2ccccc21)NNC(=O)c1ccc(F)cc1 (stereo not drawn)	-5	-11	-20	-5	-0.2	-1	-4	3	-0.6	-26	20
CC(OC(=O)c1ccccc1Oc1ccccc1)C(=O)NC1CC1 (stereo not drawn)	0	16	10	-18	0.3	10	-1	-17	0.2	6	-14
CC(C)CC(=O)Nc1ccc(N2CCOCC2)cc1	1	-10	1	-1	-0.1	-10	0	-16	-0.5	-22	20
CC1=CC=CN2CC(O)CN=C12 (stereo not drawn)	-18	-15	-1	7	0.0	1	-2	-7	-0.8	19	-12
C=CCc1cc(C=O)cc(OCC)c1O	-1	8	-6	-2	0.3	12	7	-9	1.9	13	-2
c1ccc(-c2nc(-n3nc4ccccc4n3)nc3ccccc23)cc1	2	33	23	5	0.4	-2	1	18	-0.9	-12	-26
COc1ccc(-c2cc(C(=O)OCC(=O)N3CCCC3)c3ccccc3n2)cc1	-2	-92	-7	-9	-0.1	-28	-3	-17	1.5	-106	-31
NC(=O)c1cc(C(=O)c2ccccc2Cl)c[nH]1	14	14	-17	11	0.1	7	4	8	3.1	6	-6
Cc1ccc(-c2nc(NC(=O)c3nn(C)cc3[N+](=O)[O-])sc2C)cc1	-64*	109*	59*	5	-0.3	85*	-3	93*	-4.6	93*	89*
CCc1nc2ccc(C(=O)N3CCCC(C(N)=O)C3)cn2c1N(C)Cc1ccc(OC)cc1 (stereo not drawn)	-2	3	8	15	-0.3	/	/	4	-0.8	10	-4
Cc1ccccc1/C=C1\Sc2ccc(C(=O)N3CCN(c4ccccn4)CC3)cc2N(C)C1=O	3	23	31	16	0.4	10	1	-40	2.0	3	6
Cc1nc([N+](=O)[O-])c(Sc2nc3ccccc3[nH]2)n1Cc1ccccc1	-10	-4	57*	-13	-0.1	46	-2	25	-1.7	22	42
CC(=O)Nc1ccc(NC(=O)CSc2ncnc3sc(C)c(C)c23)cc1	12	-4	10	0	0.0	-8	4	4	0.4	12	-6
Cc1cccnc1NC(=O)CNC(=O)c1cccs1	-3	10	-11	-21	-0.1	4	-1	16	-0.5	18	12
Cc1nn(-c2ccccc2)cc1/C=N/NC(N)=S	4	4	7	-3	0.3	/	-4	-44	-0.1	-101	14
O=S(=O)(NCCC1=CCCCC1)c1c(Cl)cccc1Cl	-7	3	13	4	0.1	8	-2	8	-0.4	-33	27
CCCCn1c(N)c(N(CC)C(=O)c2ccc(Cl)c([N+](=O)[O-])c2)c(=O)[nH]c1=O	3	2	-2	-10	-0.1	/	2	3	-0.2	11	-19
Going on with the list:
SMILES	KKLEB cytotox	Peg3 prom inh	TWEAK-Fn14 inh	NR2E3 ag-1	aDG glyco up	TRPM1 prom inh	NR2E3 ag-2	Shn3 3UTR inh	hiPSC survival	HIF-2a block	CF NFkB inh
Cc1ccc(CNC(=O)c2ccc(S(=O)(=O)N3CCCCC3)cc2)cc1	-5	-6	14	20	-0.3	2	/	-8	-0.3	-7	2
CC(=O)Nc1ccccc1C(=O)C(=O)Nc1ccc(C)c(F)c1	-18	-206	-18	-80	0.0	-31	3	-56	1.3	-242	-10
Cc1ccc(NC(=O)CCCN2C(=O)c3cccc4cccc(c34)C2=O)cc1	-21	-3	-30	-20	0.2	-11	1	-7	0.3	-3	-59
O=C(CO/N=C/c1ccc(OC(F)F)cc1)NC1CCCC1	0	10	-7	10	-0.4	-3	-3	13	-1.5	8	6
CCNC(=O)C1(C)CCN(C(=O)c2cccc(OC(C)=O)c2C)C1 (stereo not drawn)	-4	2	11	-20	-0.2	/	/	2	-1.7	8	16
COc1ccc(CNC(=O)CN2C(=O)CCSc3ccc(S(=O)(=O)N4CCCC4)cc32)cc1	-1	1	-7	-14	0.0	1	0	9	-0.3	8	-4
O=C1C2C3C=CC(C3)C2C(=O)N1CN(Cc1ccccc1)CN1C(=O)C2C3C=CC(C3)C2C1=O (stereo not drawn)	-15	-6	8	21	0.0	0	-3	-14	-0.4	11	-5
COC(=O)CSc1cnc2ccccc2n1	8	8	-2	-1	-0.2	8	2	-6	1.8	18	5
COc1nc(N)nc(NC23CC4CC(CC(C4)C2)C3)n1	-3	-58	-18	-20	0.2	-7	6	-13	-0.3	-71	4

Rows were taken by chance (roughly 4.4% active in at least one column).
